Screening data (PubChem)
GC-A act: GC-A (human) enzyme activation; P16066; HEK293 GC-A cells, cGMP TR-FRET, EC30 ANP; 0% at EC30 ANP, 100% saturating ANP; activation, % at 10 µM; hit rate 0.14% among 370,000; AID 1671463; in the data active = activation above about 40%
KLK7 zymogen act: activates the human kallikrein-7 zymogen; purified proKLK7, EDANS-DABCYL substrate fluorescence; 100% is mature enzyme control, 0% vehicle; hit rate 0.9% among 370,000; activation, % at 7 µM; AID 652039;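 active = activation above the mean of all tested compounds plus 3 SD, computed per campaign excluding outliers beyond control limits, cut at about 13% in these data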
Target sequence (P49862 whole entry, looked up): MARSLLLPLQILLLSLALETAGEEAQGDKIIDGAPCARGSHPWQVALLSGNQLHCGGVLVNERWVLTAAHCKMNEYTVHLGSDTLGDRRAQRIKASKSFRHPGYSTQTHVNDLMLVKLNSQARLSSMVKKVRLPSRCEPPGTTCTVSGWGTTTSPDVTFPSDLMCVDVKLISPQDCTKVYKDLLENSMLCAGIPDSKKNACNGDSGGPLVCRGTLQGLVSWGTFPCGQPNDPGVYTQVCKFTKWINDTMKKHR
ASAP1 GAP inh: inhibitors of human ASAP1 ArfGAP activity | Q9ULH1 | ASAP1-stimulated ARF1 GTP hydrolysis, GDP FP detection | inhibition, % at 16.5 µM | hit rate 0.19% among 360,000 | AID 624377; in the data active = inhibition above about 25%;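 note: 0% = vehicle with enzyme and substrate and 100% = no enzyme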
Target sequence (Q9ULH1 325-724 limits assumed): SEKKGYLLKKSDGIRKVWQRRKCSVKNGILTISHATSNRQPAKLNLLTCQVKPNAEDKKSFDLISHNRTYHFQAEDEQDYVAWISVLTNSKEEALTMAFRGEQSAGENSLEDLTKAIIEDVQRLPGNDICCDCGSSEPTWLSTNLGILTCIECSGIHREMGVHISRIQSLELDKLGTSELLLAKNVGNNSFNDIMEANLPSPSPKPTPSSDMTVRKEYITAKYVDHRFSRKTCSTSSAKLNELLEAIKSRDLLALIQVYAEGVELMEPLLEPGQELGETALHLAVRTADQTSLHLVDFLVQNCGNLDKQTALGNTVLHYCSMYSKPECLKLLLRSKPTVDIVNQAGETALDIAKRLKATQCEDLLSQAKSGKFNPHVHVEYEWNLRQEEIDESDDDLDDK
GAA850 FXN act: frataxin GAA850 promoter activation; hit rate 0.56% among 360,000; AID 540364; activation, % at 6 µM; HEK293 lucGAA850 FXN promoter luciferase reporter, 24 h; percent of 10 µM SAHA response;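 active = activation above the average of all compounds screened plus 3 SD, cutoff fixed separately per campaign, cut at about 7.5% in these data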;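 note: 0% = DMSO wells and 100% = 10 µM SAHA wells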
GC-B act: GC-B (human) receptor activation | P20594 | HEK293-GC-B cells, CNP EC30, cGMP TR-FRET; 0% at EC30 CNP, 100% saturating CNP | activation, % at 10 µM | hit rate 0.11% among 370,000 | AID 1920062;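 active = activation at 10 µM reaching about 35% in either raw or pattern-adjusted values, limit read from the data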
sPLA2-III inh: Blocks human group III sPLA2 activity; QFRET BODIPY PC-A2 liposome hydrolysis, fluorescence; hit rate 0.56% among 370,000; Q9NZ20; inhibition, % at 12.2 µM;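 active = inhibition above mean plus 3 SD of compounds lying within the high and low control bounds, cut at about 19% in these data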;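 note: 0% = median of test compound wells and 100% = no enzyme DMSO wells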
Tn6 DDE FP: DD(E)-Tn6 binding inhibition, primary FP screen; hit rate 0.21% among 370,000; Fibrin DD(E) TRITC-Tn6 fluorescence polarization displacement; P02675; inhibition, % at 8.3 µM;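 active = inhibition above a per-campaign cutoff: mean of compounds within control limits plus 3 SD, cut at about 15% in these data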;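 note: 0% = median of all compound wells on the plate and 100% = blocking peptide control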
ADAM10 inh: inhibits human ADAM10; recombinant ADAM10, EDANS/DABCYL FRET peptide cleavage, 3 h; inhibition, % at 7 µM; hit rate 0.62% among 370,000;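 active = inhibition above a per-campaign cutoff equal to the mean of compounds falling between control-based bounds plus 3 SD, cut at about 20% in these data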;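 note: 0% = DMSO wells while the 100% control is not disclosed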
ARFGAP1 inhibitor: rat ARFGAP1 inhibition; Q62848; Arfgap1-stimulated ARF1 GTP hydrolysis, GDP FP detection; inhibition, % at 16.5 µM; hit rate 0.26% among 360,000; AID 651572;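 active = inhibition above a per-plate limit, mean inhibition of low control wells plus 3 SD, cut at about 25% in these data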;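 note: 0% = DMSO wells with enzyme and 100% = wells lacking Arfgap1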
Target sequence (Q62848 1-136 limits assumed): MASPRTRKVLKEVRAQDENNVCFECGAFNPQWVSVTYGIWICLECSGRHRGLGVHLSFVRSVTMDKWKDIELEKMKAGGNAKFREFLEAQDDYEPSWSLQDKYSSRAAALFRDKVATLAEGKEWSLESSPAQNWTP
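material = rat Arfgap1 catalytic domain, aa 1-136 | also added = human ARF1(Δ1-17)-GTP substrate | compound dosing = one concentration, 16.5 µM, DMSO 1.26% | times = GTP hydrolysis reaction 2 h at 25 °C | measured by = FP, GDP Alexa 633 tracer displaced from anti-GDP antibody, 620/688 nm | evaluation = percent inhibition of Arfgap1-stimulated GTP hydrolysis | replication = single well per compound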
rCAG binder: binds r(CAG) RNA repeats. r(CAG) RNA repeat, TO-PRO-1 dye displacement fluorescence. inhibition, % at 3 µM. hit rate 1.3% among 370,000. AID 651821;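 active = inhibition above the plate cutoff, the mean of all test compounds on that plate plus 3 SD, cut at about 35% in these data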;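 note: 0% = DMSO alone and 100% = 100 µM mitoxantrone as full dye displacement; higher means more dye released from RNA so lower well fluorescence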
Active calls of the source: *.

Results for CCCn1c(SCC(=O)c2c(N)n(C3CC3)c(=O)[nH]c2=O)nc2cc(S(N)(=O)=O)ccc21 ?
GC-A act: -1; KLK7 zymogen act: -0.3; ASAP1 GAP inh: 14; GAA850 FXN act: -2.2; GC-B act: 7; sPLA2-III inh: 3; Tn6 DDE FP: 4; ADAM10 inh: -12; ARFGAP1 inhibitor: 6; rCAG binder: 5

Results for COc1ccc(Cc2noc(CN3CCN(c4ccc(Cl)cn4)CC3)n2)cc1OC ?
GC-A act: -2; KLK7 zymogen act: 0.6; ASAP1 GAP inh: 9; GAA850 FXN act: -1.2; GC-B act: 3; sPLA2-III inh: -3; Tn6 DDE FP: 4; ADAM10 inh: -4; ARFGAP1 inhibitor: 0; rCAG binder: -11

Results for CCC(=O)N1C(C(=O)O)CSC1c1ccc(OC)cc1 (configuration not stated) ?
GC-A act: 4; KLK7 zymogen act: 0.6; ASAP1 GAP inh: 1; GAA850 FXN act: 0.2; GC-B act: 1; sPLA2-III inh: 1; Tn6 DDE FP: 6; ADAM10 inh: -8; ARFGAP1 inhibitor: -12; rCAG binder: 3

Results for COCc1nnc(SCC(=O)NC(C)c2ccccc2)n1-c1ccccc1 (configuration not stated) ?
GC-A act: -1; KLK7 zymogen act: 0.4; ASAP1 GAP inh: -3; GAA850 FXN act: -0.9; GC-B act: 6; sPLA2-III inh: 3; Tn6 DDE FP: -5; ADAM10 inh: 10; ARFGAP1 inhibitor: -1; rCAG binder: -4

What do the screens show for `O=C(NNS(=O)(=O)c1ccc(Br)cc1)c1ccncc1`?
GC-A act: -1; KLK7 zymogen act: -0.1; ASAP1 GAP inh: 8; GAA850 FXN act: -1.2; GC-B act: 0; sPLA2-III inh: -5; Tn6 DDE FP: 6; ADAM10 inh: 4; ARFGAP1 inhibitor: -4; rCAG binder: 1

How did COc1cc(-c2[nH]ncc2CN(C)Cc2cc(C)[nH]n2)cc(OC)c1OC do in these assays?
GC-A act: -2; KLK7 zymogen act: -0.2; ASAP1 GAP inh: 8; GAA850 FXN act: 1.7; GC-B act: -2; sPLA2-III inh: -4; Tn6 DDE FP: 10; ADAM10 inh: 1; ARFGAP1 inhibitor: -6; rCAG binder: -5

Results for COC(=O)c1ccc(CSc2nnc(N)s2)o1 ?
GC-A act: 3; KLK7 zymogen act: -0.8; ASAP1 GAP inh: -10; GAA850 FXN act: 3.7; GC-B act: 3; sPLA2-III inh: -1; Tn6 DDE FP: -10; ADAM10 inh: -4; ARFGAP1 inhibitor: -1; rCAG binder: 0

How did O=C(COc1ccc(S(=O)(=O)N2CCCC2)cc1)NCc1cccnc1 do in these assays?
GC-A act: 2; KLK7 zymogen act: -0.2; ASAP1 GAP inh: -14; GAA850 FXN act: -0.3; GC-B act: 2; sPLA2-III inh: 1; Tn6 DDE FP: -4; ADAM10 inh: -2; ARFGAP1 inhibitor: -3; rCAG binder: -1

Results for Cc1cc(S(=O)(=O)N(C)CCc2ccccc2)ccc1-n1cnnn1 ?
GC-A act: -1; KLK7 zymogen act: 0.4; ASAP1 GAP inh: -10; GAA850 FXN act: 1.5; GC-B act: 0; sPLA2-III inh: -3; Tn6 DDE FP: 0; ADAM10 inh: 16; ARFGAP1 inhibitor: 1; rCAG binder: 0

What do the screens show for `O=S(Cc1ccccc1)c1ccccc1` (configuration not stated)?
GC-A act: 4; KLK7 zymogen act: 0.3; ASAP1 GAP inh: -3; GAA850 FXN act: -0.4; GC-B act: -1; sPLA2-III inh: -6; Tn6 DDE FP: 0; ADAM10 inh: -2; ARFGAP1 inhibitor: 5; rCAG binder: 0

How did CCCC(C)(C)C(=O)N1CCC1(C)C(=O)NS(=O)(=O)c1ccc(Cl)cc1 (configuration not stated) do in these assays?
GC-A act: 3; KLK7 zymogen act: -0.7; ASAP1 GAP inh: 2; GAA850 FXN act: 1.0; GC-B act: -1; sPLA2-III inh: 1; Tn6 DDE FP: 5; ADAM10 inh: -14; ARFGAP1 inhibitor: -11; rCAG binder: 12

What do the screens show for `O=C(CN1C(=O)NC2(CCCC2)C1=O)N1CCN(c2ccccc2O)CC1`?
GC-A act: 0; KLK7 zymogen act: 0.0; ASAP1 GAP inh: 2; GAA850 FXN act: 0.6; GC-B act: 2; sPLA2-III inh: -13; Tn6 DDE FP: -9; ADAM10 inh: 0; ARFGAP1 inhibitor: -5; rCAG binder: 7

What do the screens show for `O=C(Oc1ccc(Oc2ccccc2)cc1)N1CCC(O)CC1`?
GC-A act: 5; KLK7 zymogen act: -0.4; ASAP1 GAP inh: 10; GAA850 FXN act: 2.8; GC-B act: 3; sPLA2-III inh: -2; Tn6 DDE FP: -6; ADAM10 inh: -2; ARFGAP1 inhibitor: 6; rCAG binder: -5

How did C=CCNCc1cccn1-c1ccccc1 do in these assays?
GC-A act: 0; KLK7 zymogen act: -0.2; ASAP1 GAP inh: 4; GAA850 FXN act: -0.8; GC-B act: -3; sPLA2-III inh: 4; Tn6 DDE FP: -4; ADAM10 inh: -11; ARFGAP1 inhibitor: -2; rCAG binder: -3

What do the screens show for `Cc1cccc(C(=O)NCc2nnc(SCC(=O)Nc3nnc(C)s3)n2C)c1`?
GC-A act: 5; KLK7 zymogen act: -0.2; ASAP1 GAP inh: 7; GAA850 FXN act: -0.1; GC-B act: 2; sPLA2-III inh: 3; Tn6 DDE FP: -8; ADAM10 inh: 4; ARFGAP1 inhibitor: -8; rCAG binder: -1

What do the screens show for `C/C(=N\NC(=O)Cc1c(C)[nH][nH]c1=O)c1ccc2ccccc2c1`?
GC-A act: -3; KLK7 zymogen act: -4.0; ASAP1 GAP inh: 7; GC-B act: 1; sPLA2-III inh: -5; Tn6 DDE FP: -7; ADAM10 inh: -7; ARFGAP1 inhibitor: -8; rCAG binder: 1

What do the screens show for `COc1cc(C#N)c(N=C(SCC#N)N2CCOCC2)cc1OC`?
GC-A act: -3; KLK7 zymogen act: -1.6; ASAP1 GAP inh: -3; GAA850 FXN act: 3.8; GC-B act: 1; sPLA2-III inh: 6; Tn6 DDE FP: 4; ADAM10 inh: -21; ARFGAP1 inhibitor: 2; rCAG binder: -5

Results for Cn1c(S(=O)(=O)Cc2ccc(Cl)cc2)nc2ccccc21 ?
GC-A act: 4; KLK7 zymogen act: -0.2; ASAP1 GAP inh: -3; GAA850 FXN act: 2.0; GC-B act: 1; sPLA2-III inh: 2; Tn6 DDE FP: -5; ADAM10 inh: -5; ARFGAP1 inhibitor: 5; rCAG binder: -2

What do the screens show for `COc1ccc(OCC(=O)Nc2cc(S(=O)(=O)N3CCCC3)ccc2OCC(F)(F)F)cc1`?
GC-A act: 8; KLK7 zymogen act: -0.1; ASAP1 GAP inh: -3; GAA850 FXN act: -2.2; GC-B act: 3; sPLA2-III inh: 5; Tn6 DDE FP: 1; ADAM10 inh: -2; ARFGAP1 inhibitor: 12; rCAG binder: -4

Results for NC(=O)SCC(=O)Nc1cccc(Cl)c1 ?
GC-A act: 0; KLK7 zymogen act: -0.1; ASAP1 GAP inh: -8; GAA850 FXN act: -1.5; GC-B act: 4; sPLA2-III inh: 1; Tn6 DDE FP: -1; ADAM10 inh: 1; ARFGAP1 inhibitor: 10; rCAG binder: 5

Results for COc1cccc(-c2nc(N3CCN(Cc4ccccc4)CC3)c3ccccc3n2)c1O ?
GC-A act: -9; KLK7 zymogen act: 0.1; ASAP1 GAP inh: -4; GAA850 FXN act: 1.8; GC-B act: -1; sPLA2-III inh: 8; Tn6 DDE FP: 7; ADAM10 inh: -2; ARFGAP1 inhibitor: -3; rCAG binder: 2

Results for O=c1[nH]c2ccccc2n2c(=S)[nH]nc12 ?
GC-A act: 3; KLK7 zymogen act: 0.0; ASAP1 GAP inh: 16; GAA850 FXN act: 0.2; GC-B act: -3; sPLA2-III inh: 10; Tn6 DDE FP: -3; ADAM10 inh: -2; ARFGAP1 inhibitor: 4; rCAG binder: -3

How did COc1ccccc1C(=O)NNC(=O)c1ccc2ccccc2c1O do in these assays?
GC-A act: 0; KLK7 zymogen act: -0.7; ASAP1 GAP inh: -4; GAA850 FXN act: 3.8; GC-B act: 2; sPLA2-III inh: 5; Tn6 DDE FP: -7; ADAM10 inh: -14; ARFGAP1 inhibitor: 11; rCAG binder: 9

How did COc1cc2c(cc1OC)CN(Cc1cccs1)CC2 do in these assays?
GC-A act: 3; KLK7 zymogen act: 6.7; ASAP1 GAP inh: 0; GAA850 FXN act: -1.3; GC-B act: 8; sPLA2-III inh: 1; Tn6 DDE FP: 1; ADAM10 inh: -91; ARFGAP1 inhibitor: -3; rCAG binder: -1

How did O=C(c1ccncc1)N1CCN(C2CCCCC2)CC1 do in these assays?
GC-A act: 0; KLK7 zymogen act: -0.1; ASAP1 GAP inh: -7; GAA850 FXN act: 0.8; GC-B act: 1; sPLA2-III inh: 10; Tn6 DDE FP: -1; ADAM10 inh: -6; ARFGAP1 inhibitor: -7; rCAG binder: -3

How did O=C(CCNS(=O)(=O)c1cccc(C(F)(F)F)c1)NCc1ccco1 do in these assays?
GC-A act: -3; KLK7 zymogen act: -0.3; ASAP1 GAP inh: 4; GAA850 FXN act: 1.5; GC-B act: 0; sPLA2-III inh: -5; Tn6 DDE FP: 10; ADAM10 inh: 3; ARFGAP1 inhibitor: 3; rCAG binder: 2

Results for CCOC(=O)c1c(C2CCN(C(=O)OCC)CC2)nc2ccccn12 ?
GC-A act: 0; KLK7 zymogen act: 0.7; ASAP1 GAP inh: -1; GAA850 FXN act: 0.3; GC-B act: 5; sPLA2-III inh: 0; Tn6 DDE FP: -5; ADAM10 inh: 10; ARFGAP1 inhibitor: -17; rCAG binder: 0

What do the screens show for `CCCn1c(SCC(=O)Nc2cccc(S(=O)(=O)N3CCCC3)c2)n[nH]c1=O`?
GC-A act: -5; KLK7 zymogen act: -0.3; ASAP1 GAP inh: 4; GAA850 FXN act: 0.2; GC-B act: -3; sPLA2-III inh: -2; Tn6 DDE FP: 0; ADAM10 inh: 7; ARFGAP1 inhibitor: -12; rCAG binder: 1

Results for COc1ccc(/C=C\c2onc(C)c2S(=O)(=O)N2CCC(C(=O)NCCC(C)C)CC2)cc1 ?
GC-A act: -7; KLK7 zymogen act: 0.8; ASAP1 GAP inh: 6; GAA850 FXN act: -0.2; GC-B act: -3; sPLA2-III inh: 4; Tn6 DDE FP: 6; ADAM10 inh: 8; ARFGAP1 inhibitor: 2; rCAG binder: 3

Results for CC(C)(C)N(C(=O)Cn1nnc(-c2ccc(F)cc2)n1)C(C(=O)NC1CCCC1)c1ccncc1 (configuration not stated) ?
GC-A act: 2; KLK7 zymogen act: 0.3; ASAP1 GAP inh: 5; GAA850 FXN act: 1.4; GC-B act: -6; sPLA2-III inh: -2; Tn6 DDE FP: 0; ADAM10 inh: 4; ARFGAP1 inhibitor: -6; rCAG binder: 1

This is a random part of the collection; any-hit rate near 4.5%.
